# Hsp70 inhibitors = Hsp70 inhibitors, probe displacement, primary screen, biochemical, fluorescence polarization (AID 583); Hsp70 fluorescence polarization probe displacement, mP; higher % means a stronger effect; displacement, % at 20 µM; hits with a dose series show IC50 in µM; 0.06% of 140,000 active; in the data active means displacement above about 50%;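 further: plate controls were vehicle for no effect and reference ligand for full effect; a part of the inactive calls stands beside numbers as strong as those of hits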
# MKP-3 inhibition = MKP-3 phosphatase inhibitors, primary screen, biochemical, rat enzyme, in vitro (AID 425); recombinant MKP-3 phosphatase activity, fluorescence; higher % means a stronger effect; inhibition, % at 20 µM, or IC50 in µM where a hit was titrated; 0.17% of 110,000 active; in the data active means inhibition above about 50%;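 further: plate controls were vehicle for no effect and reference inhibitor for full effect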
# * = called active by the depositor; · = no result given; & = joins results of further samples. A portion of the library, so the mix of outcomes need not match the whole.
SMILES,Hsp70 inhibitors,MKP-3 inhibition
CCN(CC)Cc1cc(NC2=NS(=O)(=O)c3ccccc32)ccc1O,-3.9%,3.8%
COc1cccc(CNC(=O)C(=O)NCC2CCCO2)c1 (configuration not stated),1.5%,·
COc1cc(C(=O)Nc2ccc(C(N)=O)cc2)c([N+](=O)[O-])cc1OC,3.4%,-0.1%
CCOc1cc(C2Nc3ccccc3C(=O)N2c2ccccc2)ccc1O (configuration not stated),-13.0%,4.2%
Cc1ccc(SCCC(=O)NC(C)(C)C)cc1,-0.8%,·
CCC(C)N(C(=O)COC(=O)CCc1c[nH]c2ccccc12)C1CCS(=O)(=O)C1 (configuration not stated),-1.6%,·
COc1ccccc1Cn1c(-c2ccco2)nc2nc3ccccc3nc21,-2.8%,8.2%
CCOC(=O)c1ccc(N2C(=O)C3ON(c4ccccc4)C(c4ccco4)C3C2=O)cc1 (configuration not stated),-2.8%,-3.8%
COc1ccc(S(=O)(=O)C(C#N)c2nc3ccccc3nc2N2CCCC(C)C2)cc1 (configuration not stated),32.7%,7.5%
CCN(CC)c1ccc(NC(=O)COc2ccc(C)cc2)cc1,-1.3%&-3.1%,-17.4%&-1.2%
CN1CCC(N(C)C(=O)CCc2nc3ccccc3c(=O)[nH]2)CC1,5.4%,·
Cc1ccc(OCC(=O)Nc2cc([N+](=O)[O-])ccc2C)c(C)c1,-1.3%,2.4%
CCCCc1ccc(NC(=S)NCc2cccs2)cc1,3.8%,·
Cc1ccc(CNC(=O)CCNC(=O)c2ccco2)cc1,-2.1%,·
O=C1NC(=S)N/C1=C/c1cc([N+](=O)[O-])cc([N+](=O)[O-])c1O,1.5%,3.0%

# Molecules above containing a nitro group on carbon:
SMILES,Hsp70 inhibitors,MKP-3 inhibition
COc1cc(C(=O)Nc2ccc(C(N)=O)cc2)c([N+](=O)[O-])cc1OC,3.4%,-0.1%
Cc1ccc(OCC(=O)Nc2cc([N+](=O)[O-])ccc2C)c(C)c1,-1.3%,2.4%
O=C1NC(=S)N/C1=C/c1cc([N+](=O)[O-])cc([N+](=O)[O-])c1O,1.5%,3.0%

# (more compounds)
SMILES,Hsp70 inhibitors,MKP-3 inhibition
Cc1cc(/C=C2/SC(=O)NC2=O)c(C)n1-c1ccc(F)cc1,2.2%,0.4%
CCCOC(=O)c1ccc(NC(=O)c2ccc(OCc3ccccc3)cc2)cc1,3.0%,4.1%
CC(=N\O)/C(CN(C)C)=N/O,-4.8%,-12.2%
CCc1c(O)nc(N2CCN(Cc3ccccc3)CC2)[nH]c1=O,2.7%,-3.7%
COc1ccc(NC(=O)CN(c2ccc(OC)cc2)S(C)(=O)=O)cc1,3.3%,-1.7%
CC1=NN(C(=O)CCc2ccccc2)C(O)(c2ccc(Br)cc2)C1 (configuration not stated),-2.0%,-0.9%
O=C(CC1C(=O)NCCN1C(=S)Nc1ccccc1)Nc1ccc2c(c1)OCCO2 (configuration not stated),-1.9%,·
COc1ccc(Cl)cc1NC(=O)C1=C(C)NC(=O)NC1c1ccc([N+](=O)[O-])cc1 (configuration not stated),-0.7%,2.6%
Cc1cc(NC(=O)COC(=O)C(CC(C)C)NC(=O)c2ccccc2)no1 (configuration not stated),4.1%,1.1%
COCC(=O)Nc1cccc2ccccc12,-3.7%,-10.1%
O=C(O)CCCCCN1C(=O)C(=O)/C(=C(/O)c2ccc(F)cc2)C1c1ccc(O)cc1 (configuration not stated),-4.9%,-0.2%
COc1ccc(/C(O)=C2/C(=O)C(=O)N(CCN3CCOCC3)C2c2ccccn2)cc1OC (configuration not stated),-0.2%,-7.9%
C=CCN1C(=O)NC(=O)C(=Cc2ccc(C(C)C)cc2)C1=O,-1.3%,5.5%
O=C(Nc1ccc(Nc2ccccc2)cc1)N1CCOCC1,0.4%,-9.0%
Cc1cc(NC(=O)c2ccco2)ncc1NC(=O)Cc1ccccc1,1.1%,3.6%
Cc1ccc(CNC(=O)CNS(=O)(=O)c2cccc3nsnc23)cc1,0.3%,1.0%
CCOc1ccc(C2N(c3cc(Cl)ccc3OC)C(=O)C3CCCN32)cc1OC (configuration not stated),-0.4%,-12.9%
CC1(C)CSC(=S)N1S(=O)(=O)c1ccccc1,-1.2%,2.5%
O=C(c1cccnc1Nc1ccc2c(c1)CCC2)N1CCOCC1,3.3%,-15.9%
CCNS(=O)(=O)c1ccc2nc(NC(=O)c3cccnc3)sc2c1,2.4%,-15.3%
CN(C1CCCCC1)S(=O)(=O)c1ccc(C(=O)O)cc1,-8.8%,-17.9%
COCC(=O)Nc1nc2n(n1)C(c1ccc(Cl)cc1)CC(c1ccc(OC)cc1)N2 (configuration not stated),1.4%,-8.0%
O=C(N=Nc1c(Cl)cc(Cl)cc1Cl)c1ccc(-n2c(O)c3ccccc3c2O)cc1,-2.0%,0.0%
O=C1CCCC2=C1C1c3ccccc3C(=O)N1c1ccc(C(=O)c3ccccc3)cc1N2 (configuration not stated),2.7%,·
COc1ccc2nc(NC(=O)Cc3cccs3)sc2c1,-1.8%,·
CCCCNC(=S)NNC(=O)c1csc(CC)c1,-3.2%,·
c1c2c(cc3sc(N4CCOCC4)nc13)OCCO2,-3.4%,2.0%
COc1ccccc1CC(=O)N1CCN(c2ccccc2)CC1,-3.0%,0.6%
COc1ccc(Cl)cc1N1C(=O)C2CCCN2C1c1cccc(F)c1 (configuration not stated),-0.7%,-2.1%
O=C(NCCCN1CCOCC1)C(=O)NC1CCCCC1,1.2%,0.6%

# Sorted by molar mass (smallest number first): some entries from above
SMILES,Hsp70 inhibitors,MKP-3 inhibition
COc1ccc2nc(NC(=O)Cc3cccs3)sc2c1,-1.8%,·
COc1ccccc1CC(=O)N1CCN(c2ccccc2)CC1,-3.0%,0.6%
CCNS(=O)(=O)c1ccc2nc(NC(=O)c3cccnc3)sc2c1,2.4%,-15.3%

# Carrying on.
SMILES,Hsp70 inhibitors,MKP-3 inhibition
CCc1c(C)nc(SCC(=O)Nc2cccc(Br)c2)[nH]c1=O,4.5%,-2.9%
CC12CCC(C(=O)O)(C/C1=N\O)C2(C)C (configuration not stated),-1.6%&-0.1%,-3.0%
CCOc1ccc(CCNC(=O)C2CCN(c3nn4c(=O)cc(C)nc4s3)CC2)cc1OCC,-2.2%,-5.6%
Cn1c(=O)c(C(=O)c2ccccc2)nc2ccccc21,3.8%,-0.5%
O=C1CCC(C(=O)NCCCn2ccnc2)N1 (configuration not stated),2.0%,-5.7%
O=C(CSc1nc2ccc([N+](=O)[O-])cc2s1)Nc1ccc2ccccc2c1,2.9%,1.5%
Nc1nc2ccccc2n1/N=C/c1ccc([N+](=O)[O-])cc1,12.5%,10.8%
COc1ccc(CC(=O)NCc2nnc(SCCOc3ccccc3)n2C)cc1,-1.1%,-7.1%
CCCN1C(=O)c2ccccc2NC1c1ccc(F)cc1 (configuration not stated),2.2%,-2.7%
CCn1c(COc2ccc3c(c2)OCO3)nnc1SCC(=O)c1ccccc1,-1.9%,-5.8%
Cc1ccc(S(=O)(=O)N(Cc2ccccc2)c2ccccn2)cc1[N+](=O)[O-],-0.2%,-3.1%
COc1cc(C2C3=C(CC(C)(C)CC3=O)OC3=C2C(=O)CC(C)(C)C3)cc2sc(=O)oc12,-2.3%,4.9%
COc1ccc(NC(=O)c2cc(-c3cccs3)on2)cc1OC,-4.6%,0.5%
O=C(O)C1CCCCC1C(=O)Nc1cccc(C(=O)N2CCCCC2)c1 (configuration not stated),1.5%,-17.2%
CCc1nnc(NC(=O)CSc2nccn2-c2cc(C)cc(C)c2)s1,4.8%,-2.0%
CS(=O)(=O)N(Cc1ccc(Cl)cc1)c1ccc(C(=O)NCCSCc2ccco2)cc1,-5.2%,·
COc1ccc(C2=C/C(=C\c3cc([N+](=O)[O-])ccc3Cl)C(=O)O2)cc1,-3.3%,4.7%
COc1ccc(C2CC(=O)C3=C(C2)Nc2ccccc2NC3c2ccc(-c3ccccc3)cc2)cc1OC (configuration not stated),-0.7%,0.8%
CCCC(=O)Nc1ccc2nc(SCC(=O)Nc3nccs3)sc2c1,1.1%,1.2%
COc1ccccc1NC(=O)CC1S/C(=N\N=C(/C)c2ccc(Cl)cc2)NC1=O (configuration not stated),1.2%,0.6%
CC1(C)NC(=O)N(CCOCCOc2ccc3ccccc3c2Br)C1=O,-0.1%,·
CNC(=O)c1c(-c2ccccc2Cl)noc1C,4.2%,0.0%
Cc1cc(C)nc(SCC(=O)c2cccs2)n1,1.1%,0.2%
O=C(NCc1ccco1)C1CCN(c2nnc(-n3cccc3)s2)CC1,4.2%,3.5%
CCS(=O)(=O)n1nc(-c2ccc(Cl)cc2)nc1N,-1.2%,-6.9%
Cn1c(=O)c2cc(S(=O)(=O)Nc3cccc(F)c3)ccc2n(C)c1=O,·,4.4%
CNC(=O)N(O)C1N(C)C(=O)N(Cc2ccccc2)C1(C)C (configuration not stated),2.8%,-8.5%
CCCN1C(=O)c2ccccc2NC1c1ccc(OC)c(COc2ccc([N+](=O)[O-])c(C)c2)c1 (configuration not stated),5.3%,-1.6%
CCN(CC)c1ccc(C2Nc3ccccc3NC3=C2C(=O)CC(c2ccc(OC)cc2)C3)cc1 (configuration not stated),2.1%,-2.5%
O=C(COc1ccc(Br)cc1)Nc1cc(Cl)cc(Cl)c1,3.2%,-0.6%
CCC(C)(C)n1nnnc1CN1CCN(C(c2ccccc2)c2ccccc2)CC1,-0.3%,·
CCNc1nc(NC(C)CC)nc(Oc2ccc(=O)[nH]n2)n1 (configuration not stated),11.6%,·
O=C(COn1nnc2ccc(Cl)cc21)NCc1ccccc1,-2.7%,1.0%
CCOC(=O)c1c(C)oc2ccc(N(C(=O)c3ccncc3)S(=O)(=O)c3ccc(C)cc3)cc12,0.3%,1.7%
CC(NC(=O)c1cccc(N2CCCC2=O)c1)c1ccc2c(c1)OCCO2 (configuration not stated),7.0%,-8.8%
Cc1ccc(Cl)c(OCCCCN2CCOCC2)c1,0.4%,2.9%
COc1cc(C2Nc3ccc(C(=O)c4ccccc4)cc3NC3=C2C(=O)CCC3)ccc1O (configuration not stated),-0.5%,-2.6%
CCCCCCCCNc1nc(OC)nc(OC)n1,-0.4%,-1.9%
COc1ccc(OC)c(C(c2nnnn2C2CCCC2)N2CCN(c3ccccc3F)CC2)c1 (configuration not stated),-1.1%,4.1%
O=C(NCC1CCCO1)C1CCN(S(=O)(=O)N2CCCC2)CC1 (configuration not stated),-2.1%,2.8%
CCOC(=O)c1c(-c2ccc(C)o2)csc1NC(=O)COC(=O)c1cccs1,6.0%,0.0%
CCC1=NN2C(=N)/C(=C/c3ccc(F)cc3)C(=O)N=C2S1,4.2%,0.8%
O=C(NCc1cccs1)c1nc2nc(-c3ccccc3)cc(C(F)(F)F)n2n1,3.3%,0.3%
CN(CC(=O)Nc1ccc(C#N)cc1)Cc1ccc(Cl)c(Cl)c1,-2.3%,·
CC(C)(C)C(=O)N=C1SC2CS(=O)(=O)CC2N1c1ccc2c(c1)OCO2 (configuration not stated),9.2%,-7.1%
Cc1nnc(SCC(=O)N2CCc3ccccc32)n1-c1ccccc1,-0.8%,10.7%
COC(=O)Cn1cnc2c(C#N)c3n(c2c1=O)CCCC3,0.8%,·
O=C(O)CCCCNS(=O)(=O)c1ccc(Cl)c(C(F)(F)F)c1,-1.2%,-1.8%
COc1ccc(NC(=O)c2cnc3n(c2=O)CCS3)cc1OC,-1.1%,2.1%
Cc1cc(S(=O)(=O)NCC(c2ccccc2)c2ccccc2)ccc1-n1cnnn1,-7.8%,·
Cn1c(Cc2csc(N)n2)nnc1SCC(=O)NCc1ccccc1,5.2%,-4.5%
CCOc1ccc2nc(C)c(C/C=C(/C)Cl)c(Cl)c2c1,-2.1%,-0.2%
CCOc1ccc(S(=O)(=O)N(CC(=O)Nc2ccc(OC)c(OC)c2)c2ccc(C)cc2)cc1,-0.5%,0.3%
O=C(NCCc1ccccc1)C(=O)Nc1cccc(Cl)c1,2.4%,1.9%
O=C1c2ccccc2C(O)(c2ncc[nH]2)N1c1cccc(F)c1 (configuration not stated),1.1%,1.9%
CSCCC(N=CC1=C(O)CC(C)(C)CC1=O)C(=O)O (configuration not stated),4.6%,1.7%
COc1ccc(C2/C(=C(\O)c3ccc(C)cc3)C(=O)C(=O)N2CCCC(=O)O)c(OC)c1 (configuration not stated),-4.2%,1.9%
c1ccc(NC2=Nc3cccc4cccc2c34)cc1,-2.5%,1.2%
COc1ccc(CN2CCc3ccccc3C2)c(OC)c1OC,1.5%,·
COc1ccc(-n2c(Cc3cc(=O)[nH]c(=O)[nH]3)nnc2SCC(=O)N2CCC(C)CC2)cc1,-7.4%,-5.2%

# In a second layout: 6 of the compounds above.
Hsp70 inhibitors	MKP-3 inhibition	Structure
-1.3%	2.4%	Cc1ccc(OCC(=O)Nc2cc([N+](=O)[O-])ccc2C)c(C)c1
3.8%	·	CCCCc1ccc(NC(=S)NCc2cccs2)cc1
-2.1%	·	Cc1ccc(CNC(=O)CCNC(=O)c2ccco2)cc1
1.5%	3.0%	O=C1NC(=S)N/C1=C/c1cc([N+](=O)[O-])cc([N+](=O)[O-])c1O
2.2%	0.4%	Cc1cc(/C=C2/SC(=O)NC2=O)c(C)n1-c1ccc(F)cc1
3.0%	4.1%	CCCOC(=O)c1ccc(NC(=O)c2ccc(OCc3ccccc3)cc2)cc1

# Individual results from above:
# Value of `COc1ccc(CN2CCc3ccccc3C2)c(OC)c1OC` in Hsp70 inhibitors: 1.5%
# Value of `CSCCC(N=CC1=C(O)CC(C)(C)CC1=O)C(=O)O` (configuration not stated) in Hsp70 inhibitors: 4.6%
# Value of `COc1ccc(C2/C(=C(\O)c3ccc(C)cc3)C(=O)C(=O)N2CCCC(=O)O)c(OC)c1` (configuration not stated) in Hsp70 inhibitors: -4.2%

# Continued.
SMILES,Hsp70 inhibitors,MKP-3 inhibition
FC(F)Sc1ccc(N=C2NN=C(c3ccc4c(c3)OCCO4)CS2)cc1,-7.3%,·
CCCC(=O)Nc1ccc2c(c1)nc(CN1CCN(C(C)=O)CC1)n2C,6.0%,·
CC(=O)c1ccc(NC(=O)C2CCCN2S(=O)(=O)c2ccc(F)cc2)cc1 (configuration not stated),4.0%,-13.2%
Nn1c(CSc2ccccn2)nc2ccccc2c1=O,3.7%,-15.2%
N#C/C(=C\c1ccc(OCc2ccccc2)cc1)c1nc(-c2ccccc2)cs1,-0.5%,-0.3%

# Source: PubChem BioAssay
